# Compound activity from PubChem.
# PME-1 primary = PME-1 (human) inhibition. AID 2130. Q9Y570. recombinant PME-1, FP-Rh probe fluorescence polarization. 320,000 compounds, 0.53% hits. inhibition, % at 5.9 µM;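 active means inhibition above the campaign mean of all compounds plus 3 SD, cut at about 26% in these data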;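 further: competitive labeling of PME-1 active site by serine hydrolase directed probe; 0% = PME-1 with DMSO and 100% = wells lacking PME-1 enzyme; inhibitors block probe labeling so polarization falls and inhibition rises; many of its hits are not listed in these tables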
# Target sequence (Q9Y570 whole entry, looked up): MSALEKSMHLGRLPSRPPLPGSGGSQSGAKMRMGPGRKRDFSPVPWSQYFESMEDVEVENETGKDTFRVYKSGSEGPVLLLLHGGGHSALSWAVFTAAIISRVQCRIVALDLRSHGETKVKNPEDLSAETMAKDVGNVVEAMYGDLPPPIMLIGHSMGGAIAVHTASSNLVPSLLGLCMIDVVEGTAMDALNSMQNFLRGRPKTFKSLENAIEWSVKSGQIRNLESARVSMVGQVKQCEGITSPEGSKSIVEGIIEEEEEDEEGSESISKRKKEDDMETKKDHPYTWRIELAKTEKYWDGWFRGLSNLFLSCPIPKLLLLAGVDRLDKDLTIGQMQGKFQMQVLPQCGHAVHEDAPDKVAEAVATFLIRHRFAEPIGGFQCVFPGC
# GLD-1 TGE inh = GLD-1-TGE RNA interaction inhibition (C. elegans) | Q17339 | purified GLD-1 + fluorescein TGE RNA, fluorescence polarization | inhibition, % at 5.96 µM | 320,000 compounds, 0.44% hits | AID 2280;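 active means percent inhibition above a per-plate cutoff, the plate mean of test compounds plus 3 SD, cut at about 30% in these data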;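 further: 0% = DMSO wells with GLD-1 and probe and 100% = wells lacking GLD-1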
# Fam108B inh = blocks mouse Fam108B hydrolase in RBBP9 counter-screen; recombinant Fam108B, FP-Rh probe fluorescence polarization; inhibition, % at 9.51 µM; 300,000 compounds, 0.33% hits;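 active means inhibition above the screen mean inhibition plus 3 SD, computed separately per campaign, cut at about 18% in these data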;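 further: inhibitors lower polarization as less probe binds the enzyme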
# pPAFAH FP inh = pPAFAH (human) enzyme inhibition; 330,000 compounds, 1.5% hits; Q13093; inhibition, % at 3.39 µM; AID 463082; recombinant pPAFAH, FP-rhodamine probe fluorescence polarization;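 active means inhibition above the mean inhibition across the screen plus 3 SD, cut at about 25% in these data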;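 further: inhibitors block binding of the rhodamine activity-based probe so polarization drops; 0% = enzyme with DMSO and 100% = wells lacking pPAFAH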
# MCL1 BIM primary = inhibitors of human MCL1 binding to BIM-BH3 peptide; GST-MCL1 / FITC-Bim-BH3 fluorescence polarization; Q07820; 320,000 compounds, 0.68% hits; inhibition, % at 10.9 µM;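 active means inhibition above the mean inhibition of all tested compounds plus 3 SD, set per campaign, cut at about 40% in these data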;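 further: 0% = DMSO wells and 100% = unlabeled Bim-BH3 peptide control; higher means more loss of mP so more displacement of Bim peptide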
# AHR activator = activates the human aryl hydrocarbon receptor; P35869; AHR-responsive luciferase reporter cells, luminescence; activation, % at 5 µM; 320,000 compounds, 2.5% hits; in the data active means activation above about 47%;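 further: 0% = vehicle wells and 100% = reference agonist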
# Bcl-xL primary = Bcl-xL (human) inhibition; Q07817; inhibition, % at 10.9 µM; GST-Bcl-xL / FITC-Bim BH3 peptide fluorescence polarization; 320,000 compounds, 0.7% hits;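 active means inhibition above the mean of all tested compounds plus 3 SD, cutoff set per campaign, cut at about 30% in these data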;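 further: 0% = DMSO wells and 100% = unlabeled Bim-BH3 peptide competitor; inhibitors lower millipolarization by displacing the labeled peptide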
# Target sequence (Q07817 whole entry, looked up): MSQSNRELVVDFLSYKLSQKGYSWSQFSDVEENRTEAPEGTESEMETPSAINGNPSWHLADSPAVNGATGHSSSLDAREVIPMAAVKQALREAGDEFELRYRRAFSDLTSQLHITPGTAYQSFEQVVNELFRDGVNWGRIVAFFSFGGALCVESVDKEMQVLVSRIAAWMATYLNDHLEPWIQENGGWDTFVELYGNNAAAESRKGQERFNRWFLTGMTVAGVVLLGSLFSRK
# PAFAH1B2 inh = blocks human PAF acetylhydrolase 1b catalytic subunit 2; P68402; recombinant PAFAH1B2, FP-rhodamine activity probe, fluorescence polarization; inhibition, % at 3.39 µM; 340,000 compounds, 1.2% hits;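 active means inhibition above the mean of all tested compounds plus 3 SD, cut at about 24% in these data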;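 further: 0% = enzyme with DMSO and 100% = wells lacking PAFAH1B2; many of its hits are not listed in these tables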
# Target sequence (P68402 whole entry, looked up): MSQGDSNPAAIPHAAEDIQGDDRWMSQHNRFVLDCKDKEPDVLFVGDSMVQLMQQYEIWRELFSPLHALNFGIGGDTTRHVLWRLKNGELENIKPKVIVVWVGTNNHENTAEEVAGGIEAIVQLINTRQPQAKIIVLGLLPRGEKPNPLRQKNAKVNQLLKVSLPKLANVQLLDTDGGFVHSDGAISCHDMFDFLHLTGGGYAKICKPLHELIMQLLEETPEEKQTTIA
# MEX-5 binding = C. elegans MEX-5 TCR-2 RNA binding activity; MEX-5/FITC-TCR2 RNA binding, fluorescence polarization; hits give low values; AID 1832; 300,000 compounds, 0.38% hits; activity score (negative = inhibition of binding), % at 10 µM; Q9XUB2;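 active means inhibition past about -25% in most replicates, and total fluorescence under double the plate's negative control median, limit read from the data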;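 further: 0% = DMSO and -100% = 5 µM competing unlabeled TCR2 RNA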
# Numbers without * were called inactive; nt = not tested or not shown. An excerpt. The share of hits here may be higher or lower than overall.
SMILES,PME-1 primary,GLD-1 TGE inh,Fam108B inh,pPAFAH FP inh,MCL1 BIM primary,AHR activator,Bcl-xL primary,PAFAH1B2 inh,MEX-5 binding
COc1ccccc1NC(=O)CCN1C(=O)c2ccccc2C1=O,-2,-4,3,2,4,1,5,-3,-3.8
Cc1ccc(S(=O)(=O)Nc2ccc(N(C)C)cc2)cc1,-7,0,5,-1,10,3,5,6,-2.1
O=C(NCCCn1ccnc1)C(=O)c1c[nH]c2ccccc12,-5,4,1,3,-4,28,-1,1,4.5
COc1ccc(-c2nc3ccc([N+](=O)[O-])cc3[nH]2)cc1,8,-1,3,7,4,10,7,1,0.0
O=C(c1nnc(Cc2ccc(Cl)cc2)o1)N1CCc2ccccc2C1,5,-6,2,30*,3,0,0,3,-0.5
Cc1onc(-c2c(Cl)cccc2Cl)c1C(=O)c1c[nH]c(C(=O)NCCCN2CCOCC2)c1,-9,10,-1,-3,0,5,2,2,1.6
Cc1ccc(S(=O)(=O)c2c(COC(=O)c3ccccc3Cl)c(-c3ccccc3)nn2C)cc1,-8,4,-8,3,8,1,6,-8,0.1
CC(C)C(NS(=O)(=O)c1cc(C(=O)O)ccc1Cl)C(=O)O (stereo unspecified),-1,-3,-1,3,11,-2,7,3,-0.6
OC(CNCc1cccc(Br)c1)c1ccccc1 (stereo unspecified),5,6,1,7,-1,-1,5,1,-0.1
COC(CNC(=O)c1ccc2nc(-c3cccs3)c(-c3cccs3)nc2c1)OC,4,5,0,4,-9,1,6,-2,1.4
CC1CCCN(S(=O)(=O)c2ccc(Cl)s2)C1 (stereo unspecified),1,-10,-1,4,-4,-1,-1,-1,1.8
Cc1ccc(/C=C/C(=O)NCCc2cccc(Cl)c2)o1,-2,7,2,7,9,-2,8,-3,3.9
COc1ccc(Cl)cc1NC(=O)c1cnc2n(c1=O)CCS2,2,-6,-3,-1,7,13,1,0,-1.4
CCCCOc1ccc(C(=O)NCC(=O)NCCOc2ccc(C)cc2)cc1,3,7,nt,0,3,0,-1,5,nt
CCn1cc(C(=O)N[C@@H](C)C(=O)NCCO)c(=O)c2cc3c(cc21)OCO3,0,-6,6,1,3,1,1,3,-2.0
CC(C)(C)SCCNC(=O)/C=C/c1ccccc1,-2,11,0,2,1,8,4,nt,0.1
CCCC12CN3CC(CCC)(CN(C1)C3c1ccco1)C2=O (stereo unspecified),-2,3,-1,2,-5,-1,3,5,-0.4
CCOc1ccc2oc(C(=O)NCc3ccccc3CN3CCCC3)c(C)c2c1,0,-1,nt,2,7,2,3,10,nt
COC(=O)c1c(/N=C/NOCc2ccc(Cl)cc2)sc2c1CCN(c1ncc(C(F)(F)F)cc1Cl)C2,-7,-6,-1,1,-7,10,5,3,1.5
CCC(C)Sc1nc2c(c(=O)[nH]c(=O)n2C)n1C (stereo unspecified),-6,2,4,4,1,1,3,4,-3.5
COc1ccc(OC)c(/C=C/C(=O)N(C)CC(=O)Nc2cc(C)ccc2C)c1,-1,2,0,5,-25,13,2,1,-0.7
O=C(O)CCC(=O)c1c[nH]c2ccccc12,3,-2,2,2,-5,7,-4,2,3.0
CCCc1cc(C(=O)N2CCCC(N3CCN(c4ccccc4C)CC3)C2)n(C)n1 (stereo unspecified),2,2,0,5,-2,5,3,3,-0.1
CC(=O)Nc1ccc(CNC(=O)C[N+]2(C)CCOCC2)cc1,-5,8,-3,4,-3,2,4,6,1.5
COc1ccccc1NC(=O)C1=C(C)NC2=C(C(=O)CCC2)C1c1ccc2c(c1)OCO2 (stereo unspecified),2,-2,-1,4,-1,16,7,1,2.3
# Going on with the list.
SMILES,PME-1 primary,GLD-1 TGE inh,Fam108B inh,pPAFAH FP inh,MCL1 BIM primary,AHR activator,Bcl-xL primary,PAFAH1B2 inh,MEX-5 binding
O=c1ccc(-c2ccc(S(=O)(=O)NCC3CCN(Cc4ccccc4F)CC3)s2)n[nH]1,7,1,-7,4,5,4,14,-3,-2.8
O=C(Nc1ccc(Nc2ccccc2)cc1)c1ccc(Cl)cc1[N+](=O)[O-],7,13,6,12,-1,0,0,nt,-1.1
CCOC(=O)c1cc2occc2n1CC(=O)N1CCCc2ccccc21,4,2,0,5,-4,0,4,5,0.6
CCN(CC)CCNC(=O)c1sc2nc(-c3ccccc3)cn2c1C,-5,0,-9,0,9,2,3,3,-0.5
CCOC(=O)CCc1cccc2c1CCC2=O,3,3,1,1,3,-4,8,2,-1.6
N#Cc1ccccc1S(=O)(=O)N1CCC(C(=O)NCc2ccccc2CN2CCCC2)CC1,4,3,nt,2,-1,-1,-1,1,nt
COc1cc(/C=N/NC(=O)C2c3ccccc3Oc3ccccc32)ccc1O,-9,-3,-9,-3,3,3,0,-1,1.7
COCCNc1nc2c(S(=O)(=O)c3cc(C)ccc3C)nnn2c2ccccc12,-5,1,-5,4,-1,4,5,-2,-1.3
COc1ccc(C(=O)CSc2cc(C)[nH]c(=O)n2)cc1,-7,-7,2,8,10,19,6,7,-4.9
O=C(Nc1ccon1)c1nc[nH]c1C(=O)NCc1ccccc1,-2,0,nt,1,3,9,5,-3,nt
CCN(CC)S(=O)(=O)c1ccc2oc(C(=O)O)c(C)c2c1,0,8,3,1,9,-3,6,3,0.9
O=C(CCn1c(SCC(=O)c2ccccc2)nc2ccccc2c1=O)NCc1ccc(F)cc1,23,25,28*,22,42*,2,49*,3,-1.7
CCOC(=O)CSc1nc2ccc(N)cc2s1,-1,2,-1,6,0,10,4,-3,0.8
O=C(Cc1cccc(F)c1F)NC1CCCN(Cc2ccc(Cl)cc2)C1 (stereo unspecified),6,-2,6,4,2,-1,7,3,2.2
CCOC(=O)c1cc(C(=O)c2cc(Cl)ccc2O)coc1=N,-4,2,1,7,-10,17,-3,5,-1.5
CCOC(=O)C1=C(c2cccc(Oc3ccccc3)c2)NC(=S)NC1C (stereo unspecified),-6,10,0,-2,0,4,-4,7,-1.2
COc1ccccc1C(CC(=O)c1ccccc1)CC(=O)c1ccccc1,-1,6,-6,6,1,2,5,-1,0.5
Cc1oc(-c2cccc(C(F)(F)F)c2)nc1CN1CCC[C@H]1CO,-3,4,-2,14,1,4,6,4,-1.2
Cc1nc(CNC(=O)CC2C(=O)NCCN2Cc2ccoc2)nc2c1CCCC2 (stereo unspecified),1,9,1,6,16,10,8,1,-1.9
CCN1CCN(C(=O)CN(C)S(=O)(=O)c2ccc3ccccc3c2)CC1,-1,4,9,-1,1,-2,2,-2,0.1
CC1(C)Cc2ccccc2-c2nc(NCCO)n(-c3ccccc3)c(=O)c21,-5,2,0,1,8,6,11,6,0.9
CCC(C)n1c(SCc2ccccc2)nc2ccsc2c1=O (stereo unspecified),-2,4,-5,5,5,1,1,-6,0.8
COC(=O)[C@@H](NC(=O)NC1CCCCC1C)C(C)C (stereo partly specified),-1,5,-3,3,1,2,3,1,1.8
CCCCn1c(Cc2ccccc2)n[nH]c1=S,2,5,4,3,-13,-3,-8,21,1.8
COc1ccccc1NC(=O)COc1ccc(C(F)(F)F)cc1[N+](=O)[O-],-6,8,0,2,4,-2,3,1,-0.2
# Next entries.
SMILES,PME-1 primary,GLD-1 TGE inh,Fam108B inh,pPAFAH FP inh,MCL1 BIM primary,AHR activator,Bcl-xL primary,PAFAH1B2 inh,MEX-5 binding
O=C(CCS(=O)(=O)Cc1ccccc1)Nc1ncc([N+](=O)[O-])s1,1,-2,2,7,18,22,7,15,2.0
Cc1cc(C)cc(CC2CC(=O)N(c3cc(C)on3)C2=O)c1 (stereo unspecified),0,7,3,-3,8,-1,1,4,-1.2
CC(C)Oc1ccc(C(=O)OCC(=O)NC(=O)NC2CCCC2)cc1,2,7,nt,8,10,1,6,1,nt
O=C(CNC(=O)C1CCCCC1)OCC(=O)c1cccc(Cl)c1,nt,8,nt,6,nt,1,nt,3,nt
N=c1c(C(=O)NCC2CCCO2)cc2c(=O)n3ccccc3nc2n1C1CCCC1 (stereo unspecified),-1,-1,0,5,3,5,6,6,-2.4
CCC1CCCCN1Cc1nc2c(c(=O)n(C)c(=O)n2C)n1CC(C)C (stereo unspecified),1,5,-1,2,6,-2,6,-2,-3.3
CCOc1ccc(C(=O)OCC(=O)Nc2nc(OC)cc(OC)n2)cc1OCC,-13,-3,-3,1,-11,-2,-5,1,0.4
O=C(Nc1ccc2[nH]c(=O)[nH]c2c1)Nc1ccc(F)cc1F,4,5,-4,4,19,10,15,-2,-0.7
Cc1ccc(NC(=O)c2ccc(=O)[nH]c2)cc1S(=O)(=O)N1CCCCCC1,nt,7,nt,0,nt,-1,nt,-1,nt
COc1cc(OC)c(OC)cc1CN1CCN(S(=O)(=O)c2ccc(NC(C)=O)cc2)CC1,-4,-4,3,3,4,5,7,3,-1.0
CCOC(=O)C1CCN(C(=O)CN(c2ccc3c(c2)OCO3)S(C)(=O)=O)CC1,0,-2,1,-2,5,2,4,-4,-2.2
COc1ccc(C(=O)NNC(=O)c2ccc(C(C)(C)C)cc2)cc1,0,-5,0,0,-2,-1,4,6,1.0
Cc1nc2ccccc2c(=O)n1NC(=O)c1cc(Br)ccc1Cl,3,2,-6,0,3,0,3,-3,-0.5
COCCNC(=O)CC(=O)N/N=C/c1cccc(C(=O)OC)c1,-1,-3,3,3,1,3,2,3,1.8
CCc1ccccc1NC(=O)CCc1c(C)nc(SC)nc1C,-2,0,-2,6,-8,-1,-1,0,-3.3
CC(=O)c1ccc(NC(=O)Oc2ccccc2)cc1,-2,14,-6,-1,5,5,4,1,0.7
COc1ccc(C(CNC(=O)c2ccc(OCC3CCCO3)cc2)N2CCOCC2)cc1 (stereo unspecified),2,-4,2,7,-3,6,-3,4,-0.7
CCOc1ccccc1NC(=O)N1CCC(C(=O)c2ccc(F)cc2)CC1,-2,5,1,3,-4,1,0,2,-0.4
O=C(/C=C/c1ccccc1)Nc1cccnc1Cl,1,-1,4,2,-4,20,1,4,-0.2
c1ccc(Cn2cc(-c3ccccc3)cn2)cc1,2,-7,nt,2,11,-4,5,4,nt
CN(CCc1ccccn1)C(=O)CCC1CCCN(C(=O)c2cscn2)C1 (stereo unspecified),0,7,1,3,-8,0,-4,2,1.2
O=C(O)c1cccc(-n2cccc2C=C2C(=O)c3ccccc3C2=O)c1,-1,-11,0,9,7,5,11,5,-22
O=C(NCc1ccc2c(c1)OCO2)c1ccc(-n2cnnn2)cc1,-2,3,3,-5,9,4,2,-1,1.1
c1ccc([C@H]2CN3CCSC3=N2)cc1,-1,0,4,-5,-6,0,-8,-2,nt
Cc1ccc(-n2c(C)cc(C(=O)CN3C(=O)C(=O)N(C4CCCC4)C3=O)c2C)cc1,-2,-6,-7,18,-1,0,-3,3,1.2
CC1(C)CC(=O)C=C(c2cccc3c2sc2ccccc23)C1,-9,1,nt,3,2,-1,1,0,nt
O=C(Nc1cccc2cccnc12)c1ccc(Cl)cc1Cl,-5,8,-5,13,-6,18,1,9,-0.9
COc1ccc(OC)c(S(=O)(=O)NCc2nc3nc(C)cc(C)n3n2)c1,-4,-2,0,3,5,0,0,-1,0.2
Cc1ccc(Cl)cc1NS(=O)(=O)c1ccc(-n2cccn2)cc1,-10,8,3,17,5,2,5,-1,0.3
